N370S GC mod: inhibitors or activators of N370S glucocerebrosidase for Gaucher disease; P04062; 330,000 compounds, 0.092% hits; Potency, µM (highest dose often 59.4 µM), for inactives: at the highest dose activity change, negative = inhibition, usual class: inhibitors; N370S GC spleen homogenate, 4MU-glucoside fluorescence;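 further: 0% = full enzyme activity and -100% = no enzyme basal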
DT40 TDP1 no CPT: qHTS for Inhibitors of human tyrosyl-DNA phosphodiesterase 1 (TDP1): qHTS in cells in absence of CPT | Potency, µM (top dose mostly 46.2 µM), for inactives: top-dose activity change, negative = growth inhibition, actives largely listed as inhibitors | 420,000 compounds, 15% hits | AID 686978, 2013 | DT40 Tdp1-/- hTDP1 cells, no CPT, ATP luminescence, 48 h; further: nearly all actives have a fitted effect of over 55% in size
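DT40 Tdp1-/-;hTDP1 cells, no CPT (DMSO vehicle only), 400 cells/well; compounds pin-transferred; ≥48 hr, 37 °C; CellTiter-Glo 30 min RT dark, luminescence read.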
TDP1 inh: blocks human tyrosyl-DNA phosphodiesterase 1. recombinant TDP1, AlphaScreen DNA substrate cleavage. Potency, µM (series often up to 130 µM), for the others: top-dose activity change, negative = inhibition, hits mostly inhibitors. 350,000 compounds, 0.28% hits. AID 485290; further: nearly all actives have a fitted effect of over 40% in size
Target sequence (Q9NUW8 whole entry, looked up): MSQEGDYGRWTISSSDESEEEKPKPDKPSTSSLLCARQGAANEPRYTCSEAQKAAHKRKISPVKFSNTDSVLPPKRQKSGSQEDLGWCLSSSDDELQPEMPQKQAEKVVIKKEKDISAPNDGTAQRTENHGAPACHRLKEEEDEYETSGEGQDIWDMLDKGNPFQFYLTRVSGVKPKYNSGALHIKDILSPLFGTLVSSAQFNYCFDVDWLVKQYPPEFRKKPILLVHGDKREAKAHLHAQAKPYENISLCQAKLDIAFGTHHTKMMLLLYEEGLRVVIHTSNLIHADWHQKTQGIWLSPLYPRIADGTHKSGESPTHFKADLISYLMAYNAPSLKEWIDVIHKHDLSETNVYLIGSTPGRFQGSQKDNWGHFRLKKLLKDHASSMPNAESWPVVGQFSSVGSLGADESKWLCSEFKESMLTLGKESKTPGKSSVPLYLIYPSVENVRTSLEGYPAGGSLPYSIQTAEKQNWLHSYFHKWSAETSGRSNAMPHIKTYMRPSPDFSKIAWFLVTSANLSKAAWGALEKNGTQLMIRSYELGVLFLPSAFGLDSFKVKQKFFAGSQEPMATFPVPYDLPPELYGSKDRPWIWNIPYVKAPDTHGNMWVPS
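Tdp1 1 nM final; 15 min RT w/ cpd; substrate 15 nM, 5 min; beads 10 ug/ml, 10 min; AlphaScreen read. Neg ctrl: no enzyme.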
Numbers without * were called inactive; ? = inconclusive; . = not tested or not shown; & = joins results of further samples; ! = a repeat was not active; [ ] = another dose, or the depositor's remark. The call rests on the fitted dose curve; in most records, active means well fitted curve in the direction sought with a large enough effect; inconclusive means small, poorly fitted or top-dose-only effect, or another doubt; inactive means no such curve, though single readings can be large; an effect the other way counts as inactive or inconclusive. Unless noted, on the % scale 0 is the no-effect control and ±100 the full control effect; potency means the concentration at half of the fitted maximal effect. Not all compounds are listed, so the mix of outcomes need not match the whole.

Molecule | N370S GC mod | DT40 TDP1 no CPT | TDP1 inh
CN(C)CCN=Cc1c(O)n(CCC2=CCCCC2)c(=O)[nH]c1=O | -9% | 14% | 0%
COc1cccc(CN2CCCCC2c2cccnc2)c1 (stereo unspecified) | 2%[2.35 µM] | ? | -5%
Cc1ccc(-n2c(O)c(C=NCCN3CCOCC3)c(=O)[nH]c2=O)cc1 | . | -4% | -6%
COc1ccc(NC2(C#N)CCCCC2)cc1 | 12% | 11% | -2%
CCC(C)C12CN3CCN(CC(C)(C3)C1=O)C2 (stereo unspecified) | -3% | -28% | 5%
N#Cc1ccc(NC(=O)CN2CCN(C(=O)c3cccs3)CC2)cc1Cl | 0% | 16µM* | 2%
N[C@@H](Cc1c[nH]c2ccccc12)c1nnc(SCc2ccccc2F)o1 | -17% | ? | 12%
COc1cccc(-n2c(SCC(=O)c3ccc(Cl)cc3)nc3c([nH]c4ccccc43)c2=O)c1 | . | 4.1µM* | 0%
C=C1N2CCC(CC2)C1(O)c1ccc(C)c(C)c1 (stereo unspecified) | 1% | 0% | 5%
Cc1cc(OC(C)C(=O)NCc2cccnc2)c2c3c(c(=O)oc2c1)CCC3 (stereo unspecified) | 0% | 9% | -19%
NC(=O)Nc1ccc(C(=O)OCC(=O)Nc2ccc(Cl)cc2C(=O)c2ccccc2)cc1 | 1% | 0% | 4%
O=C1NC(=O)C2(Cc3cc([N+](=O)[O-])ccc3N3CCN(C(=O)c4ccccc4)CC32)C(=O)N1 (stereo unspecified) | -11% | -22% | 11%
NC1C=CC=C(C(=O)O)C1 (stereo unspecified) | 2%&3% | -1%&-1% | 4µM*!
CC1=C(C(=O)N2CCC3(CC2)OCCO3)C2(CCC(C)CC2)OC1=O (stereo unspecified) | 2% | 5% | 7%
Cc1ccc2c(c1Cl)NC(C(=O)O)C1CC(Sc3ccccc3[N+](=O)[O-])C(Cl)C21 (stereo unspecified) | -3% | 3% | 2%
C=CC(=O)OC | -1% | . | 6%
Cc1ccc(NC(=S)NCC2CCCO2)cc1 (stereo unspecified) | -3% | ? | 8%
N/C(=N\[N+](=O)[O-])N1CCN(C(=O)c2ccccn2)CC1 | -6% | 2% | .
Cc1cc(C=C2C(=O)NC(=O)NC2=O)c(C)n1-c1ccncc1 | -3% | -8% | -8%
Cc1cccc(OP(N)(=O)Oc2cccc(C)c2C)c1C | 19% | ? | 6%
Cc1cccc(C)c1NC1=NCCCCS1 | 0% | -3% | 2%
COc1cc(CNc2ccc3[nH]c(=O)[nH]c3c2)ccc1OCc1ccccc1C | -5% | ? | .
COc1ccc(CC2c3cc(OC)c(OC)cc3CCN2C)cc1OC (stereo unspecified) | -4%&-5% | 23µM*! | 2%
COc1ccc2c3c1OC1C(O)C=CC4C(C2)[N+](C)(C)CCC341 (stereo unspecified) | 2% | -16% | .
CC/C(=N\Nc1ccccc1)c1c(O)n(C)c(=O)n(C)c1=O | -18% | ? | 11%
COCCOC(=O)C1=C(C)OC(N)=C(C(=O)OC)C12C(=O)Nc1ccccc12 (stereo unspecified) | 5% | -5% | 6%
COC(=O)C1=C(c2ccc(-c3ccccc3)c(F)c2)C[C@@H]2CC[C@H]1N2C(=O)NCCO | . | 21µM* | 1%
CCCCn1c(=O)c(C(=O)Nc2ccccc2C)c(O)c2ccccc21 | -1% | 9.2µM* | .
CC(C)C(=O)Nc1nnc(CCN(CCc2nnc(NC(=O)C(C)C)s2)[N+](=O)[O-])s1 | 2% | -11% | 1%
COc1ccc(CN2CCN(C(=O)Cn3c(=O)oc4cc(Cl)ccc43)CC2)c(OC)c1OC | -1% | ? | .

Sorted by molar mass (ascending): 15 of the compounds above
Molecule | N370S GC mod | DT40 TDP1 no CPT | TDP1 inh
Cc1cccc(C)c1NC1=NCCCCS1 | 0% | -3% | 2%
CCC(C)C12CN3CCN(CC(C)(C3)C1=O)C2 (stereo unspecified) | -3% | -28% | 5%
C=C1N2CCC(CC2)C1(O)c1ccc(C)c(C)c1 (stereo unspecified) | 1% | 0% | 5%
Cc1ccc(NC(=S)NCC2CCCO2)cc1 (stereo unspecified) | -3% | ? | 8%
N/C(=N\[N+](=O)[O-])N1CCN(C(=O)c2ccccn2)CC1 | -6% | 2% | .
COc1ccc2c3c1OC1C(O)C=CC4C(C2)[N+](C)(C)CCC341 (stereo unspecified) | 2% | -16% | .
CN(C)CCN=Cc1c(O)n(CCC2=CCCCC2)c(=O)[nH]c1=O | -9% | 14% | 0%
COc1ccc(CC2c3cc(OC)c(OC)cc3CCN2C)cc1OC (stereo unspecified) | -4%&-5% | 23µM*! | 2%
COCCOC(=O)C1=C(C)OC(N)=C(C(=O)OC)C12C(=O)Nc1ccccc12 (stereo unspecified) | 5% | -5% | 6%
COc1cc(CNc2ccc3[nH]c(=O)[nH]c3c2)ccc1OCc1ccccc1C | -5% | ? | .
O=C1NC(=O)C2(Cc3cc([N+](=O)[O-])ccc3N3CCN(C(=O)c4ccccc4)CC32)C(=O)N1 (stereo unspecified) | -11% | -22% | 11%
NC(=O)Nc1ccc(C(=O)OCC(=O)Nc2ccc(Cl)cc2C(=O)c2ccccc2)cc1 | 1% | 0% | 4%
Cc1ccc2c(c1Cl)NC(C(=O)O)C1CC(Sc3ccccc3[N+](=O)[O-])C(Cl)C21 (stereo unspecified) | -3% | 3% | 2%
CC(C)C(=O)Nc1nnc(CCN(CCc2nnc(NC(=O)C(C)C)s2)[N+](=O)[O-])s1 | 2% | -11% | 1%
COc1cccc(-n2c(SCC(=O)c3ccc(Cl)cc3)nc3c([nH]c4ccccc43)c2=O)c1 | . | 4.1µM* | 0%

Next part
Molecule | N370S GC mod | DT40 TDP1 no CPT | TDP1 inh
Cc1ccc(N2C(=O)NC(=O)C(CCc3ccncc3)(Cc3cccc(Cl)c3Cl)C2=O)cc1 (stereo unspecified) | 0% | ? | 2%
CC(C)=CCCC1(C)C=Cc2c(O)c3c(c(CC=C(C)C)c2O1)OC12C(=CC4CC1C(C)(C)OC2(C/C=C(/C)C(=O)O)C4O)C3=O (stereo unspecified) | -7% | 3.7µM* | 12%[56.1 µM]
O=C(CC1CCCCC1)N1CCC(c2nc(-c3ccc(S(=O)(=O)N4CCCC4)cc3)no2)CC1 | 8% | 8.2µM* | -8%
CNC(=O)Oc1ccc(-c2cn3cc(C)ccc3n2)cc1 | -5% | 12µM* | 3%
CC(C)COP(=O)(c1ccc(N(C)C)cc1)C(Nc1ccccc1)c1ccccc1 (stereo unspecified) | ? | 29µM* | 8%
CCn1cnc2c(Nc3cccc(Cl)c3)nc(N[C@@H]3CCCC[C@@H]3N)nc21 | -23% | . | 8%
COC(=O)C1=C(c2ccc(Cl)c(C(F)(F)F)c2)C[C@@H]2CC[C@H]1N2C(=O)N1CCOCC1 | . | 4.6µM* | 0%
CCNC(=O)NNC(=O)C1CC(c2cccnc2)=NO1 (stereo unspecified) | 2% | -12% | 3%
Cc1ccc(Cl)cc1N1CCN(C(=O)C2CCN(S(=O)(=O)c3ccc4c(c3)oc(=O)n4C)CC2)CC1 | . | 0.73µM* | 1%
Cc1ccc(/C=C2\C(=O)NC(=S)N(c3cccc(F)c3)C2=O)o1 | -3% | ? | -4%
O=C1Nc2cc(C(=O)N3CCC4(CC3)OCCO4)ccc2S/C1=C\c1ccccc1 | -9% | ? | 6%
C=CC[C@H](CC(=O)N(CCO)Cc1ccccc1)C(=O)NC[C@H](OC(=O)[C@@H](CC=C)CC(=O)OC(C)(C)C)c1ccccc1 | . | 23µM* | 0%
O=C(Oc1c(Cl)cc(Cl)c2ccccc12)N1CCCCC1 | 26% | ? | 0%
CN(C)CCN=Cc1c(O)n(-c2cccc3ccccc23)c(=O)[nH]c1=O | 3% | 4% | 3%
Cc1ccccc1CN1CCc2nc(N3CCN(c4ccccn4)CC3)ncc2C1 | . | ? | -4%
O=C(c1ccc(C(F)(F)F)cc1)C1CCCN(Cc2ccncc2)C1 (stereo unspecified) | -1% | 10µM* | -8%
Cc1ccccc1CN1CCNCC1 | -1% | 2% | 5%
CCCCn1c(O)c(C(C)=NCC2CCCO2)c(=O)[nH]c1=O (stereo unspecified) | -5% | -9% | 2%
Cc1ccccc1-n1c(O)c(C=NCCN2CCOCC2)c(=O)[nH]c1=O | 5% | -2% | 1%
CSc1nn(-c2ccc(C(=O)OCC(=O)NC(=O)NC(C)C)cc2)c(=S)s1 | 8% | ? | 6%
O=C(NC1CCCCC1)N1C[C@H]2C[C@@H](C1)c1cccc(=O)n1C2 | 6% | 4% | .
CCN(C(=O)CSc1ncccc1C(=O)Oc1cccc([N+](=O)[O-])c1)c1cccc(C)c1 | -15% | ? | 4%
COc1cccc(CNCCc2ccc(F)cc2)c1 | ? | ? | .
N#CC(C(=O)C12CC3CC(CC(C3)C1)C2)c1nc2ccccc2[nH]1 (stereo unspecified) | ? | ? | 10%
CCOC(=O)c1c(C)n(Cc2ccccc2)c2ccc(OCC(O)CNC(C)(C)C)cc12 (stereo unspecified) | -18% | 18µM* | .
CCOCCN1CCN(c2nnc3n2-c2ccc(Cl)cc2C(c2ccccc2Cl)=NC3)CC1 | -14% | ? | -5%
Fc1ccc(C2=CCN(C(c3ccc(Cl)cc3)c3nnnn3Cc3ccccc3)CC2)cc1 (stereo unspecified) | -3% | ? | 3%
Nc1ccc(-c2ccccc2)cc1 | -5% | -10% | 19%
COc1ccc(CN2CCN(Cc3ccccc3OC)CC2)cc1 | 0% | ? | .
CC1(C)CC(=O)C(C=NCCN2CCN(C(=O)Cc3ccc(Cl)cc3)CC2)=C(O)C1 | 7% | 1% | 6%

The results go on.
SMILES	N370S GC mod	DT40 TDP1 no CPT	TDP1 inh
CN1C(=O)c2ccccc2Sc2ccc(NC(=O)NCc3ccc(Cl)cc3)cc21	.	16µM*	9%
CC(=O)OC(C)(C)/C=C/C(=O)[C@](C)(O)C1[C@H](O)C[C@@]2(C)C3CC=C4C(C[C@H](O)C(=O)C4(C)C)[C@]3(C)C(=O)C[C@]12C (stereo partly specified)	.	0.021µM*	0%
COc1ccc(OC)c(CC(=O)O)c1	-8%	-1%	2%
C=CC(=O)OCCO	8%	-28%	-5%
CCOc1ccc(N=Cc2c(O)n(Cc3ccccc3)c(=S)[nH]c2=O)cc1	3%	-20%	0%
CCN(CC)c1ccc(N=Cc2c(O)n(CCC3=CCCCC3)c(=O)[nH]c2=O)cc1	4%	?	1%
Cc1cccc(Cn2cccc(C(=O)Nc3nnc(C)s3)c2=O)c1	.	-22%	5%
CCCCOCN(C(=O)CCl)c1c(CC)cccc1CC	-1%	.	16%
O=C1NC(=O)C2(Cc3ccccc3N3CCOCC32)C(=O)N1c1ccccc1 (stereo unspecified)	4%	?	2%
COc1ccc(-n2nc(C(=O)NCC(=O)N3CCC4(CC3)OCCO4)c3ccccc3c2=O)cc1	-4%	-20%	7%
Cc1ccc(S(=O)(=O)N2CCN(C(=O)COC(=O)Cc3ccccc3)CC2)c(C)c1	-4%	?	-11%
N[C@@H](CCCCP(=O)(O)O)C(=O)O	-2%	-8%	-6%[56.1 µM]
COc1ccc(CCn2c(O)c(C=NCc3cccnc3)c(=O)[nH]c2=O)cc1OC	0%	?	6%
CN1c2ccccc2C(NCCCCCCC(=O)O)c2ccc(Cl)cc2S1(=O)=O (stereo unspecified)	4%	?	8%
COc1ccc(NC(=O)CN2C(=O)C(C)N=C(c3ccccc3F)c3cc(Cl)ccc32)c(OC)c1 (stereo unspecified)	.	?	0%
C=CC(=O)OCC(CC)CCCC (stereo unspecified)	-17%	.	3%
ClC(Cl)Br	-2%	.	2%
CCCN(CCC)[C@H]1CCc2c(F)ccc(O)c2C1	-3%	.	-13%[56.1 µM]
CC1CCN(C(=O)CCl)CC1	-2%	16µM*	2%
O=c1[nH]c(=S)n(Cc2ccc(F)cc2)c(O)c1C=NCc1cccnc1	-7%	8%	5%
c1ccc(C2NCCc3[nH]cnc32)cc1 (stereo unspecified)	10%	-2%	4%
O=[N+]([O-])c1cccc2c([N+](=O)[O-])cccc12	-4%	?	4%&16%
O=C(N/N=C/c1c(O)n(Cc2ccc(F)cc2)c(=S)[nH]c1=O)c1ccncc1	-12%	-4%	9%
O=C1NC(=O)C(CCc2ccncc2)(CCc2ccncc2)C(=O)N1CCc1ccccc1	-12%	-22%	.
CCCC(CCC)C(=O)OC[N+](C)(C)CCOC(=O)C(O)(c1ccccc1)C1CCCC1 (stereo unspecified)	?	12µM*	-10%
CCCCn1c(O)c(C(C)=NCc2ccc3c(c2)OCO3)c(=O)[nH]c1=O	-13%	?	7%
COc1ccc(CCNC(=O)c2ccc3c(c2)CCN3S(=O)(=O)c2ccc(C)cc2)cc1OC	.	13µM*	5%
CCOC(=O)c1ccc2[nH]c(-c3ccc(S(=O)(=O)F)cc3)cc(=O)c2c1	?	?	4%
